RXFP1 ag = agonists of human relaxin receptor RXFP1; Q9HBX9; HEK293T-RXFP1 cAMP TR-FRET, 30 min; response scale: percent of porcine relaxin response, buffer zero; Potency, µM (highest dose often 57.5 µM), for inactives: at the highest dose activation, actives largely listed as activators; 0.3% of 370,000 active; further: potency means the concentration at half of the fitted maximal effect; on the % scale 0 is the no-effect control and ±100 the full control effect; nearly all actives have a fitted effect of over 60% in size; many of its hits are not listed in these tables
Target sequence (Q9HBX9 whole entry, looked up): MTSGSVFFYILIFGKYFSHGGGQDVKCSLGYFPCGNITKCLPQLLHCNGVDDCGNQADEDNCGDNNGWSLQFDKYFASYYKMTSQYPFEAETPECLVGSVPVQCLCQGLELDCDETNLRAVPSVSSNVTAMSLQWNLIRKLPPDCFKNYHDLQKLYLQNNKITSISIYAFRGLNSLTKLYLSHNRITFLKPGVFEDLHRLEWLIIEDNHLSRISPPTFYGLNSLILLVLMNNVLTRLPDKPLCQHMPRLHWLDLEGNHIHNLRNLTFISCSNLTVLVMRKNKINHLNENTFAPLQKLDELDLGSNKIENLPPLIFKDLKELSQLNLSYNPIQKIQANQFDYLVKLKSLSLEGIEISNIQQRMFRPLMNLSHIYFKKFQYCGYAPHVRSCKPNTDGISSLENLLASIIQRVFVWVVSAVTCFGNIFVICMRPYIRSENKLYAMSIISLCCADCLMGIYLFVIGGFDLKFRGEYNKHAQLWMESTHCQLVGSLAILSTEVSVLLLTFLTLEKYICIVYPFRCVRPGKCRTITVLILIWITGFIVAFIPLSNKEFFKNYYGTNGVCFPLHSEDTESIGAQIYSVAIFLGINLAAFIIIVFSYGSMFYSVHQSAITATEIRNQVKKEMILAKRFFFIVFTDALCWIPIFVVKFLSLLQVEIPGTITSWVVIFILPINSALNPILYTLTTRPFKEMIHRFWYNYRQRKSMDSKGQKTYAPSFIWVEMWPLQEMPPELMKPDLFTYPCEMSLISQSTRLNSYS
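HEK293T cells stably expressing RXFP1 were pretreated with the PDE4 inhibitor Ro 20174, exposed to compounds for 30 min at 37C, lysed, and cAMP was read by TR-FRET. Data normalized to buffer (basal) and 29 nM porcine relaxin (100%).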
D1 PAM = potentiators of human D1 dopamine receptor; P21728; HEK293 TREx D1 cells, calcium flux, dopamine EC20 potentiation; potentiation, % at 10 µM; 0.036% of 360,000 active; AID 504651; in the data active means potentiation above about 30%; further: 0% is about no effect
Glioma ERSR ind = induces the endoplasmic reticulum stress response in human glioma cells; U87-MG GRP78 promoter luciferase reporter, 16 h; Potency, µM, for the others: top-dose activation, usual class: activators; 0.02% of 420,000 active; AID 602332; further: potency means the concentration at half of the fitted maximal effect; series mostly up to about 76 µM; % of control where 0% means no effect; nearly all actives have a fitted effect of over 35% in size
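ERSR induction read as luciferase luminescence (Bright-Glo, 10 min at room temperature) in stably transfected human U87-MG glioma cells exposed to compounds for 16 h, using GRP78 as sensor.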
D2 PAM = positive allosteric modulators of human D2 dopamine receptor; HEK293 T-REx D2, calcium flux, EC20 dopamine potentiation; potentiation, % at 10 µM; 0.34% of 340,000 active; AID 485347;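 active means potentiation over 3 SD above the plate norm, cut at about 30% in these data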; further: 0% is about no effect
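Cells plated with tetracycline inducer and held overnight at 30 C; calcium dye loaded 30–90 min at room temperature; baseline taken, compound added and read 180 s; EC20 dopamine then added and read 180 s.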
Vif-A3F inh = Vif-A3F binding inhibition | AID 602313 | Potency, µM (doses to about 46.1 µM), for inactives: at the highest dose activity, negative = active | HeLa A3F-eYFP + Vif (tagged APOBEC3F with the HIV-1 protein that degrades it), YFP fluorescence increase | 0.2% of 390,000 active; further: potency means the concentration at half of the fitted maximal effect; % of control where 0% means no effect; nearly all actives have a fitted effect of over 65% in size
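Fluorescence increase (Ex 488/Em 500-530) after overnight compound treatment at 37 deg C flags inhibition of Vif-driven A3F-eYFP loss in stable HeLa A3F-eYFP/Vif cells seeded overnight beforehand.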
D1 agonist = human D1 receptor agonism; 1% of 360,000 active; HEK293 T-REx D1 cells, calcium flux, agonist mode; activation, % at 2 µM; P21728; in the data active means activation above about 30%; further: 0% is about no effect
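Inducible HEK293 T-REx D1 cells, force-coupled to calcium signalling, were plated at 4000 cells/well with tetracycline and held overnight at 30 C. After no-wash calcium dye loading, compound-evoked calcium rise over 180 s flagged agonists.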
LDHA block = inhibitors of human lactate dehydrogenase A | activity change, % (values are at about 110 or 230 µM) | purified LDHA, NADH/diaphorase-resazurin fluorescence; hits give low values | 0.15% of 480,000 active | AID 1347041 | P00338; in the data active means activity change below about -30%; inconclusive means mostly about -25% to -30%;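 further: plate controls were DMSO wells for no effect and wells without enzyme for full effect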
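Resorufin fluorescence (ex540/em590), read at 0 and 20 min after diaphorase/resazurin addition, reports the NADH left after a 5 min room-temperature reaction of 2 nM human LDH5 with 0.06 mM NADH and 0.2 mM pyruvate.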
Vif-A3G inh = inhibitors of Vif-APOBEC3G interaction; HeLa A3G-eYFP + Vif (tagged APOBEC3G with the HIV-1 protein that degrades it), YFP fluorescence, overnight; 0.076% of 410,000 active; Q9HC16; Potency, µM (highest dose often 46.1 µM), for the others: at the highest dose activity, negative = active, actives largely listed as inhibitors;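 further: potency means the concentration at half of the fitted maximal effect; on the % scale 0 is the no-effect control and ±100 the full control effect; nearly all actives have a fitted effect of over 60% in size; hits raise eYFP signal because A3G escapes Vif-driven loss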
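Read-out is eYFP fluorescence (Ex 488/Em 500-530) from Vif-expressing HeLa A3G-eYFP cells; more signal means A3G escaped Vif-mediated degradation. Cells plated overnight, compound pinned in, incubated overnight at 37 deg C.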
D1 antag = human D1 dopamine receptor antagonism; HEK293 TREx D1 cells, calcium flux, dopamine EC80; hits give low values; 3.2% of 360,000 active; P21728; activity change, negative = inhibition, % at 10 µM; in the data active means activity change below about -30%; further: on the % scale 0 is the no-effect control and ±100 the full control effect
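Allosteric or orthosteric antagonism assessed as attenuation of the calcium response to EC80 dopamine, added 180 s after compound, in induced HEK293 Trex D1 cells loaded with no-wash calcium dye.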
* hit, by the source's call; ? = inconclusive; · = not tested or not shown. Unless noted, the call rests on the fitted dose curve; in most records, active means well fitted curve in the direction sought with a large enough effect; inconclusive means small, poorly fitted or top-dose-only effect, or another doubt; inactive means no such curve, though single readings can be large; an effect the other way counts as inactive or inconclusive. Not all compounds are listed. The share of hits here may be higher or lower than overall.

SMILES	RXFP1 ag	D1 PAM	Glioma ERSR ind	D2 PAM	Vif-A3F inh	D1 agonist	LDHA block	Vif-A3G inh	D1 antag
CNS(=O)(=O)c1cccc(C(=O)OCC(=O)NCc2ccccc2)c1	1.3%	0	-5%	11	10%	0	-5	0%	2
S=c1[nH]nc2sc3ccccc3n12	·	·	-1%	·	8%	·	0	5%	·
CCCCC(=O)Nc1ccc(NC(=O)c2cccnc2)cn1	2.4%	-5	-1%	0	-4%	1	-4	-2%	3
O=C(CNc1cc(S(=O)(=O)N2CCOCC2)ccc1NCC1CCCO1)Nc1ccc(C(F)(F)F)cc1 (centres undefined)	-0.5%	-4	-2%	1	1%	3	-2	0%	-2
CC(=O)Nc1ccc(S(=O)(=O)NNC(=O)CCC(=O)Nc2cc(C)ccc2C)cc1	0.6%	1	-4%	16	2%	2	0	-1%	9
N/C(CC(=O)Nc1ccc(F)c(Cl)c1)=N\OC(=O)c1cccs1	-2.0%	0	-3%	-9	-21%	3	-4	-15%	-10
Cn1nc(NC(=O)CC(C)(C)CC(=O)O)c2ccccc21	-3.0%	16	-2%	-1	-19%	1	1	1%	18
CCN(C(=O)COC(=O)CNC(=O)c1cccs1)c1c(N)n(Cc2ccccc2)c(=O)[nH]c1=O	·	·	-4%	·	-9%	·	-11	2%	·
CCOc1ccc(NC(=O)C2=C(C)NC(=S)NC2c2ccc(O)c(OC)c2)cc1 (centres undefined)	1.4%	-6	-3%	6	-16%	3	0	1%	-7
CCc1cccc(NC(=O)CCNC(=O)Cn2ccc3ccccc3c2=O)c1	0.9%	-3	-3%	·	3%	-3	-7	1%	18

Molecules shown so far that contain fluorine, in the order listed:
SMILES	RXFP1 ag	D1 PAM	Glioma ERSR ind	D2 PAM	Vif-A3F inh	D1 agonist	LDHA block	Vif-A3G inh	D1 antag
O=C(CNc1cc(S(=O)(=O)N2CCOCC2)ccc1NCC1CCCO1)Nc1ccc(C(F)(F)F)cc1 (centres undefined)	-0.5%	-4	-2%	1	1%	3	-2	0%	-2
N/C(CC(=O)Nc1ccc(F)c(Cl)c1)=N\OC(=O)c1cccs1	-2.0%	0	-3%	-9	-21%	3	-4	-15%	-10

Rewritten with each value named: 4 of the compounds above.
SMILES: CCOc1ccc(NC(=O)C2=C(C)NC(=S)NC2c2ccc(O)c(OC)c2)cc1 (centres undefined)
  RXFP1 ag: 1.4%; D1 PAM: -6; Glioma ERSR ind: -3%; D2 PAM: 6; Vif-A3F inh: -16%; D1 agonist: 3; LDHA block: 0; Vif-A3G inh: 1%; D1 antag: -7

SMILES: CNS(=O)(=O)c1cccc(C(=O)OCC(=O)NCc2ccccc2)c1
  RXFP1 ag: 1.3%; D1 PAM: 0; Glioma ERSR ind: -5%; D2 PAM: 11; Vif-A3F inh: 10%; D1 agonist: 0; LDHA block: -5; Vif-A3G inh: 0%; D1 antag: 2

SMILES: CCc1cccc(NC(=O)CCNC(=O)Cn2ccc3ccccc3c2=O)c1
  RXFP1 ag: 0.9%; D1 PAM: -3; Glioma ERSR ind: -3%; D2 PAM: ·; Vif-A3F inh: 3%; D1 agonist: -3; LDHA block: -7; Vif-A3G inh: 1%; D1 antag: 18

SMILES: S=c1[nH]nc2sc3ccccc3n12
  RXFP1 ag: ·; D1 PAM: ·; Glioma ERSR ind: -1%; D2 PAM: ·; Vif-A3F inh: 8%; D1 agonist: ·; LDHA block: 0; Vif-A3G inh: 5%; D1 antag: ·

The list goes on:
SMILES	RXFP1 ag	D1 PAM	Glioma ERSR ind	D2 PAM	Vif-A3F inh	D1 agonist	LDHA block	Vif-A3G inh	D1 antag
CCOc1ccc(CN2CCc3nc(N4CCN(c5ccccc5OC)CC4)ncc3C2)cc1OC	4.9%	0	-4%	3	-6%	1	4	2%	-13
CCOC(=O)C1=C(CN2CCN(c3ccccc3F)CC2)NC(=O)NC1c1ccc(OC)cc1 (centres undefined)	0.0%	3	-3%	-11	0%	-1	-18	1%	5
Cc1ccc2oc3c(c(=O)c2c1)C(c1cccc(Br)c1)N(Cc1ccco1)C3=O (centres undefined)	1.3%	-1	-5%	-12	-4%	-1	-10	-6%	-3
CCn1cc(C(=O)OCC(=O)c2ccc(Cl)cc2)c(=O)c2ccc(C)nc21	6.9%	2	-4%	9	12%	1	0	-4%	-18
Cc1cc(C)cc(OCC(=O)Nc2cccc(-c3nc4ccccc4[nH]3)c2)c1	0.2%	-3	-3%	20	-2%	0	-10	-5%	-5
Cc1cccc2sc(N(Cc3cccnc3)C(=O)CCOc3ccccc3)nc12	1.4%	-4	-4%	6	-8%	12	4	11%	·
Cn1cnnc1SCC(=O)NCCc1ccccc1	0.3%	5	-5%	28	-7%	1	4	-1%	-4
O=C(Nc1ccc([N+](=O)[O-])cn1)c1ccc2c(c1)OCO2	0.3%	-4	3%	-4	-23%	0	6	0%	10
CSc1ccccc1C(=O)NCCc1ccc(S(=O)(=O)N2CCCCC2)cc1	-0.1%	-1	-3%	-3	-1%	5	-5	1%	-14
CCCCn1nc2cc(C(=O)NCc3cc(C(F)(F)F)cc(C(F)(F)F)c3)ccc2c1OC	3.5%	-6	-2%	-7	0%	8	-2	-11%	-11
COc1ccc(NC(=O)COC(=O)C23CCC(=O)N2c2ccccc2S3)cc1 (centres undefined)	-2.1%	-4	0%	-3	-1%	4	-10	1%	-4
CCOC(=O)c1c(NC(C)=O)c2c3c(sc2n1Cc1nc(-c2ccccc2C)oc1C)CCCC3	-0.3%	-1	-5%	-11	-4%	0	4	-5%	-22
CSCCC(NC(=O)c1cc([N+](=O)[O-])cc([N+](=O)[O-])c1)c1nc2ccccc2[nH]1 (centres undefined)	0.2%	-5	-3%	-17	4%	18	-2	0%	-7
O=C(CCN1CCN(Cc2ccccc2)CC1)Nc1cccc(Br)c1	0.9%	-7	-7%	-22	-8%	13	0	1%	2
Cc1ccc(NC(=O)Nc2ccc(F)cc2)cc1Cl	0.0%	-6	2%	3	?	10	0	1%	-26
CCOC(=O)CC(NC(=O)C1c2ccccc2Oc2ccccc21)c1ccccc1Cl (centres undefined)	2.1%	0	-6%	-3	6%	3	-7	-1%	4
O=C(Nc1cccc2ccccc12)N1CCN(c2ccccc2)CC1	3.5%	5	-1%	-11	5%	3	7	-3%	1
COc1ccc2nc(NC(=O)c3sc4nc(C)cc(C)c4c3N)sc2c1	-0.3%	4	3%	14	-6%	3	-6	1%	5
OC(c1nc2ccccc2[nH]1)C(O)C(O)C(O)c1nc2ccccc2[nH]1 (centres undefined)	0.0%	-2	3%	-7	5%	2	0	0%	-6
O=C(NCc1cccs1)[C@@H]1CCCN1S(=O)(=O)c1ccccc1F	·	·	8%	·	8%	·	-8	-1%	·
CCOC(=O)c1ccc(NC(=S)N2CCCC2c2ccc(OC)c(OC)c2)cc1 (centres undefined)	2.1%	-8	-2%	27	-3%	2	-1	0%	-20
COC(=O)c1cccc(NC(=O)c2cnn(C)c2)c1	·	·	-1%	·	3%	·	-1	-4%	·
CC(Sc1ccc(Cl)cc1)C(=O)NNC(=O)c1ccco1 (centres undefined)	·	·	0%	·	5%	·	-5	-1%	·
O=S(=O)(c1ccccc1)c1nc(-c2ccc(F)cc2)oc1NCc1ccccc1	0.7%	-1	-3%	5	-2%	4	2	-11%	8
CCn1cc(S(=O)(=O)CC(=O)Nc2cccc(C)c2)c2ccccc21	0.4%	-1	0%	-5	2%	-1	0	-5%	-3
OC(COCCC12CC3CC(CC(C3)C1)C2)CN1CCCCC1 (centres undefined)	1.0%	-5	-2%	4	-3%	14	-3	0%	1
Cc1cc(C(=O)OCC(=O)Nc2ccc(F)cc2)c(C)o1	-0.9%	-1	1%	-2	-2%	3	-4	0%	-16
Cc1cc2c(s1)c1cnn(Cc3ccc(F)cc3Cl)c(=O)c1n2C	·	2	·	·	·	4	-8	·	-5
COc1cccc(NC(=O)CN2C(=O)NC(C)(c3ccc(C)cc3)C2=O)c1 (centres undefined)	1.1%	-9	3%	7	-10%	34*	-8	-7%	-2
CNc1nc(Cl)c(SC)c(NC2CCCCC2)n1	0.4%	-2	-2%	5	-2%	2	-4	-10%	4
CC1(OC(=O)C2CCCC2)C(=O)C=C2C=C(c3ccsc3)N(CCc3ccccn3)C=C2C1=O (centres undefined)	-2.3%	-2	-4%	8	0%	5	15	-10%	15
CCOC(=O)C1=C(c2ccccc2)OC(N)=C(C#N)C1C1CCCCC1 (centres undefined)	0.3%	-8	?	2	-1%	4	10	-14%	10
CC1=C(OC(=O)c2ccc(Br)cc2)C(C)(C)C(c2ccccc2)OC1=O (centres undefined)	-1.5%	0	-6%	8	0%	1	2	-2%	11
CCN(CC)C(=O)Cn1cc(C(=O)C(=O)N2CC=C(c3ccccc3)CC2)c2ccccc21	-0.5%	0	-3%	-1	?	-1	1	-10%	12
O=C(O)/C=C\C(=O)Nc1ccc(OC(F)F)cc1	0.3%	-1	-3%	-2	-4%	0	-10	2%	-9
O=C(CN1CCC(NC(=O)c2ccccc2F)CC1)Nc1ccc2c(c1)OCO2	-0.2%	-1	1%	4	-17%	0	-1	-3%	9
CC(=O)c1ccc(N2CCN(c3ccccc3O)CC2)c([N+](=O)[O-])c1	2.5%	-4	-2%	8	3%	18	2	-3%	-29
O=C(Cn1ccn(-c2ccc(F)cc2)c(=O)c1=O)Nc1ccccc1C(F)(F)F	?	-4	0%	-2	5%	3	-11	4%	-1
C/C(Cc1ccccc1)=N\NC(=O)CNC(=O)c1ccccc1O	0.1%	1	1%	3	0%	0	6	-2%	-5
